Compound activity (PubChem)
KB-V1 MDR tox – KB-V1 MDR subline cytotoxicity. KB-V1 MDR cells viability, CellTiter-Glo, 72 h. Potency, µM (highest dose often 46.1 µM), for the others: top-dose activity change, negative = cytotoxicity, hits mostly cytotoxic. 400,000 compounds, 3.4% hits. AID 1347076; further: on the % scale 0 is the no-effect control and ±100 the full control effect; nearly all actives have a fitted effect of over 60% in size
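Readout: CellTiter-Glo luminescence, 10 min after addition. Cells: KB-V1 MDR subline, 72 h at 37 degrees C with compound. Analysis: corrected, normalized data fitted to concentration-effect curves.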
GLP1R ag – GLP-1 receptor (human) agonism; P43220; HEK293 GLP-1R CRE-luciferase, luminescence, 4-6 h; cells express a hypersensitive GLP-1R form; Potency, µM (highest dose often 45.6 µM), inactives show top-dose activation, usual class: activators; 380,000 compounds, 0.007% hits; AID 624172; further: % of control where 0% means no effect
Target sequence (P43220 whole entry, looked up): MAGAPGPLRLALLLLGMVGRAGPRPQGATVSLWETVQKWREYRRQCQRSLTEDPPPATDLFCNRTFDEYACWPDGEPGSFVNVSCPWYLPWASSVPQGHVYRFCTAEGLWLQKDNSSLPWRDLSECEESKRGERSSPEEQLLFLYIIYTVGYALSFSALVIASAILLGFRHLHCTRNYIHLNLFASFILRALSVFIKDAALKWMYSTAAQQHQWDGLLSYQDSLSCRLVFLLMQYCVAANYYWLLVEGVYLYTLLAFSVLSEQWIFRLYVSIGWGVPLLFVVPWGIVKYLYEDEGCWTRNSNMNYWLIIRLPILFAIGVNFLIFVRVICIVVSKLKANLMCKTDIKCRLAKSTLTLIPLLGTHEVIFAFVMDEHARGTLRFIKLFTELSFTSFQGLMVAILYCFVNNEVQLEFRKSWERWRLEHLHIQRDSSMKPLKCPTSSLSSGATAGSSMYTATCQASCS
GLP-1R inv ag – GLP-1 receptor (human) inverse agonism. 410,000 compounds, 1.6% hits. Potency, µM (titrated, usually from 38.3 µM), without a hit: at the top dose activity change, negative = inhibition, most hits filed as inhibitors. AID 624417. P43220. HEK293 GLP-1R CRE-luciferase, luminescence, 24 h; GLP-1R form is constitutively active; further: on the % scale 0 is the no-effect control and ±100 the full control effect; nearly all actives have a fitted effect of over 55% in size
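Using stably transfected HEK293 (constitutively active GLP-1R, cAMP-luciferase reporter), compounds were incubated 24 hr and luciferase measured by luminescence.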
TDP-43 yeast inh – TDP-43 toxicity inhibition in yeast; TDP-43 expressing yeast growth rescue, BacTiter-Glo, 24 h; Potency, µM (titrated, usually from 46.1 µM), inactives show at the top dose growth rescue (activation), most hits filed as activators; 410,000 compounds, 1.8% hits; AID 652104; further: % of control where 0% means no effect; nearly all actives have a fitted effect of over 50% in size
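Yeast expressing TDP-43 (pregrown in raffinose, seeded at OD600=0.02 in galactose medium) exposed to compounds 24 hr at 30 deg C. Growth read by BacTiter-Glo luminescence; rescue of toxicity appears as increased signal.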
GLP1R cytotox – cytotoxic in the GLP-1 receptor inverse agonist counter-screen; HEK293 cAMP-luciferase reporter cells, luminescence, 24 h; Potency, µM (doses to about 38.3 µM), for the others: top-dose activity change, negative = inhibition, hits mostly inhibitors; 410,000 compounds, 0.13% hits;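 further: loss of luciferase light is scored as toxicity; on the % scale 0 is the no-effect control and ±100 the full control effect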
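Here, cytotoxicity is scored as loss of luminescence. The MLSMR collection was tested on cells seeded in medium containing 10% Nu serum, with a 24 hr compound exposure preceded by 12 hours of culture.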
HT1080-NT tox – kills 2HG-producing HT-1080-NT fibrosarcoma cells | HT-1080-NT fibrosarcoma viability, CellTiter-Glo ATP luminescence, 48 h | Potency, µM (series often up to 46.1 µM), inactives show at the top dose activity, negative = less viability, actives largely listed as cytotoxic | 360,000 compounds, 1.6% hits;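 further: NT is the 2HG producing partner of a matched IDH1 knockdown line; 0% = DMSO-treated cells and -100% = media-only wells without cells; nearly all actives have a fitted effect of over 55% in size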
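Fibrosarcoma NT cells, 750 per well in 5% FBS RPMI, were exposed to compound for 48 hours. Viability: CellTiter-Glo luminescence.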
KB-3-1 tox – kills parental KB-3-1 adenocarcinoma cells. AID 1347075. KB-3-1 viability, CellTiter-Glo ATP luminescence, 72 h. Potency, µM (series often up to 46.1 µM), inactives show at the top dose activity change, negative = cytotoxic, usual class: cytotoxic. 400,000 compounds, 1.4% hits; further: on the % scale 0 is the no-effect control and ±100 the full control effect; nearly all actives have a fitted effect of over 60% in size
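Cytotoxicity measured as CellTiter-Glo luminescence after 72 h at 37 C. Compound titrations were pinned onto drug-naive KB-3-1 parental adenocarcinoma cells grown in DMEM with 10% FBS, and normalized data fitted to concentration-response curves.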
HT1080 IDH1KD tx – toxicity to HT-1080 IDH1 knockdown cells (counter line) | HT-1080 IDH1 knockdown viability, ATP luminescence, 48 h | Potency, µM (highest dose often 46.1 µM), for the others: at the highest dose activity, negative = toxicity, actives largely listed as cytotoxic | 360,000 compounds, 2% hits | AID 686971;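 further: 0% = DMSO wells and -100% = cell-free medium wells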
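Luminescent ATP read-out (CellTiter-Glo, 10 min at room temperature) after 48 h compound exposure at 37 °C gave viability of IDH1-knockdown HT-1080 cells. Activity was normalised to DMSO and cell-free wells, then fitted as concentration-response curves.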
SW480 rerep – induces DNA re-replication in SW480 colon adenocarcinoma cells; SW480 DNA re-replication, Hoechst DNA content imaging, 48 h; Potency, µM (series often up to 46.1 µM), without a hit: at the highest dose re-replication activation, most hits filed as activators; 340,000 compounds, 1.8% hits; further: % of control where 0% means no effect; nearly all actives have a fitted effect of over 55% in size
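Per well, 250 cells were exposed to pinned compound for 48 hr. Nuclear DNA was visualised with Hoechst (40 min, 37 C) and total object intensity recorded by fluorescence scanning.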
* hit, by the source's call; ? = inconclusive; · = not tested or not shown; [ ] = dose if it differs, or a comment. The call rests on the fitted dose curve; in most records, active means well fitted curve in the direction sought with a large enough effect; inconclusive means small, poorly fitted or top-dose-only effect, or another doubt; inactive means no such curve, though single readings can be large; an effect the other way counts as inactive or inconclusive. Potency means the concentration at half of the fitted maximal effect.

SMILES	KB-V1 MDR tox	GLP1R ag	GLP-1R inv ag	TDP-43 yeast inh	GLP1R cytotox	HT1080-NT tox	KB-3-1 tox	HT1080 IDH1KD tx	SW480 rerep
O=C(Nn1cnc2ccccc2c1=O)C1CCCCC1	1%	-2%	-33%	-3%	-26%	6%	-6%	-11%	-7%
CCN(CC)CCn1c(=N)n(CC(O)c2ccc(OC)c(OC)c2)c2ccccc21 (stereo not given)	8%	0%	-12%	0%	-8%	-13%	-27%	-13%	-23%
O=C(CCNS(=O)(=O)c1cccc2nsnc12)NCc1ccc(F)cc1	4%	12%	11%	-14%	9%	-4%	-6%	-10%	?
CCCCCCCNC(=O)C1(CC2CC(c3ccc(Cl)cc3)=NO2)CCN(C(=O)C2CCCC2)CC1 (stereo not given)	15%	16%	6%	6%	?	0%	7%	5%	0%
COc1ccc(C)cc1NC(=O)n1ncc2cc(Cl)ccc21	-4%	-4%	-1%	9%	10%	3%	2%	-1%	-11%
O=C(CSc1nc2ccccc2nc1Cc1ccccc1)N1CCc2ccccc21	0%	1%	10%	15%	3%	·	-8%	·	·
CC(=O)c1ccc(OCCCC(=O)Nc2cc(S(=O)(=O)N3CCCCC3)ccc2C)cc1	-20%	11%	?	-8%	-2%	-13%	-1%	-13%	?
c1ccc(CCn2nnnc2C(c2cccnc2)N2CCN(c3ccccc3)CC2)cc1 (stereo not given)	10µM*	-1%	1%	?	-2%	-6%	3%	-3%	0%
COc1ccc2nc(NC(=O)CSc3nnc4n3C(C)(C)Cc3ccccc3-4)sc2c1	4%	-11%	-1%	4%	2%	11%	12%	5%	0%
CCOC(=O)C1CCCN(C(=O)c2c(-c3ccccc3Cl)noc2C)C1 (stereo not given)	3%	-7%	-21%	-1%	-13%	6%	5%	1%	2%
CC1CCN(CCCCOc2ccccc2-c2ccccc2)CC1	?	-1%	?	-14%	?	?	?	?	?
COc1ccccc1CCc1nnc(CCC(=O)N(C)Cc2cccc3cnccc23)o1	0%	20%	42%[activator]	-13%[0.397 µM]	-11%	-2%	-12%	1%	-3%
CC(C)CCC1(C)NC(=O)N(CC(=O)Nc2ccc3c(c2)OCCO3)C1=O (stereo not given)	-6%	-4%	-17%	14%	0%	0%	18%	-1%	-3%
Cc1c(Cl)cccc1-n1ncc(C(=O)Nc2ccc(F)cc2F)c1C1CCN(C(=O)OC(C)(C)C)CC1	?	·	?	?	1%	·	2%	·	·
O=C(NC(=S)NNC(=O)c1ccccc1[N+](=O)[O-])c1ccccc1	-2%	9%	6%	-2%	-8%	-1%	5%	-12%	-15%
CC(C)c1nnc(NC(=O)CCC(=O)N2CCN(c3cccc(Cl)c3)CC2)s1	-7%	-1%	-15%	3%	2%	13%	-5%	0%	-2%
C=CCN(c1ccccc1OC)S(=O)(=O)c1cccc(C(=O)NCc2cccs2)c1	?	11%	?	-13%	8%	-8%	-1%	-5%	-1%
CC(C)N(C)CCOC(=O)c1ccc2c(c1)OCCO2	-21%	-4%	-8%	9%	2%	6%	-8%	-1%	-6%
O=C(Cc1ccccc1F)Nc1cc(Cl)ccc1N1CCCC1	-8%	14%	?	7%	-7%	8%	-8%	-3%	-7%
O=C(NCCCN1CCCC1=O)c1c(O)nc2sccn2c1=O	1%	-13%	17%	-6%	1%	-1%	-1%	4%	-3%
CCOC(=O)c1c(-c2ccccc2)csc1NC(=O)C(C)NCCCN1CCOCC1 (stereo not given)	?	30%	?	-18%	-29%	?	?	?	?
COc1ccccc1NS(=O)(=O)c1ccc(C(=O)NCC(c2ccc(F)cc2)N2CCOCC2)cc1 (stereo not given)	5%	11%	4%	21%	5%	-3%	0%	-1%	-13%
O=C(COC(=O)Cc1ccccc1[N+](=O)[O-])NCc1ccccc1Cl	-9%	4%	-9%	1%	-1%	4%	10%	0%	-4%
Cc1ccc(NC(=O)c2c(C(F)(F)F)nn(C)c2SCc2cccc(C(F)(F)F)c2)cc1C	0%	-4%	0%	16%	1%	-14%	?	-20%	4%
COc1ccc(-c2nc(C(=O)Nc3cccc(C(C)=O)c3)nn2-c2ccc(Cl)cc2)cc1	0%	·	-28%	0%	0%	·	-18%	·	·

Whole records from above. Values in the order: KB-V1 MDR tox, GLP1R ag, GLP-1R inv ag, TDP-43 yeast inh, GLP1R cytotox, HT1080-NT tox, KB-3-1 tox, HT1080 IDH1KD tx, SW480 rerep
`COc1ccc(-c2nc(C(=O)Nc3cccc(C(C)=O)c3)nn2-c2ccc(Cl)cc2)cc1` is listed with 0%, ·, -28%, 0%, 0%, ·, -18%, ·, ·
`COc1ccc2nc(NC(=O)CSc3nnc4n3C(C)(C)Cc3ccccc3-4)sc2c1` is listed with 4%, -11%, -1%, 4%, 2%, 11%, 12%, 5%, 0%

Following part.
SMILES	KB-V1 MDR tox	GLP1R ag	GLP-1R inv ag	TDP-43 yeast inh	GLP1R cytotox	HT1080-NT tox	KB-3-1 tox	HT1080 IDH1KD tx	SW480 rerep
CN1CCN(C2CCCCC2NS(=O)(=O)c2ccc(Cl)cc2)CC1 (stereo not given)	0%	3%	?	5%	0%	-14%	-18%	-14%	-8%
CC(=O)OCC1OC(c2ccccc2)C(OC(C)=O)C(OC(C)=O)C1OC(C)=O (stereo not given)	8%	17%	0%	-24%	-4%	-5%	0%	-1%	-4%
COc1ccc(CCNc2ncnc3c2cnn3-c2ccc(F)cc2)cc1	-17%	·	-10%	30%	15%	·	-2%	·	·
CCOc1ccccc1CN1CCc2nc(Nc3ccc4c(c3)OCCO4)ncc2C1	-10%	·	?	-14%	-9%	·	-23%	·	·
CCOP(=O)(c1ccccc1)c1nc(-c2ccccc2C)oc1NCc1ccccc1 (stereo not given)	?	6%	4%	8%	4%	8%	-12%	6%	5%
Cc1ccc(Cn2ccc(NC(=O)c3cc(-c4ccccc4)on3)n2)cc1	-23%	-3%	0%	-19%	10%	6%	0%	-4%	-6%
O=C(NN1C(=O)c2ccccc2NC1c1cccnc1)c1ccccc1 (stereo not given)	-18%	-6%	-6%	?	14%	11%	13%	-2%	10%
Cc1ccccc1-c1ccc(CN2CCN(C)C(CCO)C2)cc1 (stereo not given)	-5%	1%	?	14%	-1%	-11%	6%	0%	2%
O=C1c2cccc3cccc(c23)C(=O)N1c1ccc(O)cc1	-9%	8%	8%	3%	-5%	9%	-1%	8%	0%
O=C(O)c1ccccc1-n1cccc1C(=O)O	12%	1%	-4%	-3%	-25%	9%	3%	10%	-1%
O=C(NCc1ccccc1)N1CCN(c2ccccc2F)CC1	?	-1%	-22%	13%	-24%	-8%	?	-3%[9.24 µM]	0%
CN(C)c1cccc(C(=O)OCC(=O)NCc2ccco2)c1	0%	2%	14%	-10%	-7%	0%	-5%	8%	-2%
CN(CC(=O)Nc1ccc(S(=O)(=O)N2CCOCC2)cc1)Cc1ccc(F)cc1	-6%	2%	-15%	11%	4%	6%	-1%	-13%	0%
CCOC(=O)c1c(-c2ccc(C)cc2)csc1NC(=O)c1nc(SC(C)C)ncc1Cl	7%	·	9%	9%	3%	·	1%	·	·
COc1ccc(C(=O)NCC(=O)OCC(=O)Nc2ccc(C)c(S(=O)(=O)N(C)C)c2)cc1OC	6%	26%	19%	12%	2%	-2%	0%	14%	-6%
COc1ccc([N+](=O)[O-])cc1N(CC(O)CN(C)C)S(=O)(=O)c1ccccc1 (stereo not given)	-19%	-11%	-16%	-1%	6%	7%	14%	8%	0%
O=C(COc1cccc2cccnc12)NCC(F)(F)F	7%	0%	6%	9%	-18%	14%	8%	9%	-1%
COc1ccc(NC(=S)Nc2ccc(F)cc2)c(OC)c1	6%	1%	4%	10%	-7%	-1%	-1%	0%	1%
CN(CC(=O)Nc1ccccc1Br)C(=O)CN1CCN(c2ccccc2Cl)CC1	·	3%	?	-20%	5%	0%	·	1%	10%
O=C(Cc1ccc(S(=O)(=O)N2CCOCC2)s1)Nc1cc(C(F)(F)F)ccc1N1CCCC1	-5%	11%	?	-10%	2%	-2%	-5%	-10%	?
CCCCNC(=O)c1onc(CSc2cccc(C)c2)c1C(=O)O	-15%	-2%	?	-16%	-37%	-10%	4%	-11%	-5%
O=C(NCc1cccnc1)NC1CCCN1S(=O)(=O)c1ccc(Cl)cc1 (stereo not given)	0%	-3%	0%	11%	-4%	8%	-2%	9%	0%
Cc1ccccc1C(=O)N(Cc1cccs1)C1CCS(=O)(=O)C1 (stereo not given)	-8%	-1%	6%	-18%	22%	8%	12%	17%	-8%
CCOc1ccc(-c2c(C(=O)N/N=C/c3cccnc3)nnn2-c2nonc2N)cc1	12%	-4%	6%	9%	0%	-15%	3%	-10%	-30%
COCCCn1c(=N)c(C(=O)NCc2ccc3c(c2)OCO3)cc2c(=O)n3cccc(C)c3nc21	9%	-3%	6%	-23%	33%	-3%	4%	-2%	?
O=C(O)CCN(Cc1ccccc1)S(=O)(=O)c1ccccc1Cl	1%	-1%	-4%	-21%	7%	5%	-5%	10%	-1%
O=C(COC(=O)c1nc(Cl)ccc1Cl)NCc1ccc(Cl)cc1Cl	-9%	-3%	-23%	?	-7%	-1%	29%	-2%	-5%
COC(=O)C1CCN(S(=O)(=O)Cc2ccccc2Cl)CC1	-2%	11%	-3%	21%	-11%	8%	20%	7%	-3%
O=C(CSc1nnc(-c2ccc(O)cc2)n1Cc1ccco1)c1ccccc1	-1%	-3%	-4%	0%	-13%	6%	0%	16%	0%
COC(=O)c1ccc(-c2nc(CN3CCN(C(=O)c4ccco4)CC3)c(C)o2)cc1	-16%	16%	3%	11%	-5%	-7%	-5%	2%	·

In the list so far, three contain a nitro group on carbon:
SMILES	KB-V1 MDR tox	GLP1R ag	GLP-1R inv ag	TDP-43 yeast inh	GLP1R cytotox	HT1080-NT tox	KB-3-1 tox	HT1080 IDH1KD tx	SW480 rerep
O=C(NC(=S)NNC(=O)c1ccccc1[N+](=O)[O-])c1ccccc1	-2%	9%	6%	-2%	-8%	-1%	5%	-12%	-15%
O=C(COC(=O)Cc1ccccc1[N+](=O)[O-])NCc1ccccc1Cl	-9%	4%	-9%	1%	-1%	4%	10%	0%	-4%
COc1ccc([N+](=O)[O-])cc1N(CC(O)CN(C)C)S(=O)(=O)c1ccccc1 (stereo not given)	-19%	-11%	-16%	-1%	6%	7%	14%	8%	0%
